EWS-Fli inh = EWS/Fli transcriptional activity inhibition; A673 NR0B1-luciferase reporter, viability-normalised; inhibition, % at 12.6 µM; 350,000 compounds, 0.67% hits;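 active means mean inhibition of at least 50% after viability correction, with every replicate also passing that limit; inconclusive means mean reaches 50% but only one of two replicates passes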;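 further: firefly luciferase signal divided by Alamar Blue viability fluorescence both relative to DMSO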
CASP6 VEID inh = blocks human caspase-6 cleavage activity; P55212; AID 686996; 350,000 compounds, 0.53% hits; purified caspase-6, Z-VEID-R110 cleavage fluorescence; inhibition, % at 12.5 µM;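 active means mean inhibition across replicates at least about 35%, with every replicate also reaching that limit, limit read from the data; inconclusive means only one of the two criteria met; inactive means neither criterion met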;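 further: 0% = median of neutral control wells and 100% = no fluorescence left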
Target sequence (P55212 24-179 limits assumed): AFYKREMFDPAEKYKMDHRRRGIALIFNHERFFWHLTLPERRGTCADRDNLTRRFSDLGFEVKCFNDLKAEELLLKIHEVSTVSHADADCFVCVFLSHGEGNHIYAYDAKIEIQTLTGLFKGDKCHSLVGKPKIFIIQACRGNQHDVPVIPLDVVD
Target sequence (P55212 194-293 limits assumed): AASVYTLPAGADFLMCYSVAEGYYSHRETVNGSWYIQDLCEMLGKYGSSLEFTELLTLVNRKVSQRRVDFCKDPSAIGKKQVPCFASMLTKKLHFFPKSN
LGR2 inh = blocks bursicon-induced cAMP signaling via Drosophila LGR2. HEK293 LGR2, CRE-luciferase, bursicon-stimulated, 4 h. inhibition, % at 9.99 µM. 380,000 compounds, 0.35% hits;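 active means drop in luminescence signal, shown as inhibition above about 50% in the replicate tests, limit read from the data, passing the limit was not always enough; inconclusive means probably only some replicates passing the limit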;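 further: agonist challenge used bursicon conditioned medium at about half maximal strength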
PGC1a acetyl inh = lowers PGC1a acetylation signal in U2OS cells; AlphaScreen anti-acetyl-lysine; with virally co-expressed GCN5 acetyltransferase; inhibition, % at 15.6 µM; 350,000 compounds, 0.17% hits;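 active means every replicate shows inhibition of at least 40%; inconclusive means mean inhibition at least 40% but some replicate below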;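 further: 0% = neutral control wells and 100% = positive control wells; some results beyond the cut were filed as inactive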
FN deposition inh = fibronectin deposition inhibition; AID 743247; inhibition, % at 12.6 µM; AH1F fibroblasts, Alexa488-fibronectin deposition fluorescence, overnight; 350,000 compounds, 0.086% hits;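 active means mean inhibition across replicates of 30% or more, regardless of how many single replicates reach that level; inconclusive means mean under 30% yet at least half of replicates reach 30%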;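 further: positive control wells lacked labelled fibronectin entirely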
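Material: AH1F fibroblast monolayer depositing Alexa488-labelled fibronectin into matrix / Amount: 10000 AH1F cells per well / Signal: fluorescence 485/525 nm / Medium: DMEM, 2% serum / Compound: single dose, pinned / Incubation: 1 h cell adhesion before compound, then overnight fibronectin incubation / Reagent: Alexa488-FN, 24 nM final / Read-out: inhibition of fibronectin deposition signal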
Cneo AK release = causes C. neoformans cell lysis | adenylate kinase release luminescence, 4 h; normalised: neutral wells 0, clomiphene wells 100 | 360,000 compounds, 0.2% hits | AID 651654 | lysis activity, % at 15 µM;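 active means mean lysis activity across replicates of at least 80%, whatever share of replicates individually reach that level; inactive means mean lysis activity below 80%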
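Assay system: C. neoformans cells. Amount: yeast cell density of 5 × 10^6 cells/mL. Technique: AK luminescence. Buffer or medium: YPD. Times: static 4 h at 37 °C with compound, 1 h detection. Dosing: single-point compound dose. Read-out: lysis from increased AK signal.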
miR122 inh = miR-122 inhibition in Huh7 cells | Huh7 miR-122 Renilla luciferase sensor, 48 h; neutral wells = 0, positive control = 100 | AID 602342 | activation (reporter increase), % at 12.5 µM | 340,000 compounds, 0.3% hits;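 active means mean replicate activation score at least 90 and every replicate individually at or above 90; inconclusive means only one of the two criteria met; inactive means neither criterion met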;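 further: higher luciferase means less miR-122 activity so hits act as miR-122 inhibitors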
PAX8 inh HTS = lowers PAX8-driven luciferase in RMG-I cells | RMG-I TPO-luciferase reporter, SteadyGlo, 24 h | inhibition, % at 12.6 µM | 360,000 compounds, 1.2% hits | AID 652154;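 active means mean replicate inhibition at least 60% with every replicate also reaching 60%; inconclusive means only one of the two criteria is met; inactive means mean below 60% and not all replicates reaching 60%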;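 further: luciferase light reporting Pax8 driven TPO promoter activity; plate controls were median of neutral control wells for no effect and mitoxantrone controls for full effect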
* marks the source's active call; other numbers are inactive results; ? = inconclusive; / = not tested or not shown; [ ] = remark or other dose.

Compound	EWS-Fli inh	CASP6 VEID inh	LGR2 inh	PGC1a acetyl inh	FN deposition inh	Cneo AK release	miR122 inh	PAX8 inh HTS
O=C(c1ccc2c(=O)n(CC3CCCO3)c(=S)[nH]c2c1)N1CCN(c2ccccc2)CC1 (centres undefined)	/	/	/	-7	/	1	8	-1
COc1ccc(C2c3[nH]c4ccccc4c3CCN2CCCn2cccn2)c(C)c1C (centres undefined)	-5	4	/	-21	6	11	-4	32
O=c1c2cccc(Cl)c2nc2n1Cc1ccccc1-2	-108	2	-17	7	-2	5	-3	-44
CSc1cccc(NC(=O)c2cc(S(=O)(=O)N3CCCC3)cn2C)c1	13	-1	-12	-4	6	0	19	0
CCSC1=N/C(=C\c2ccc3c(c2)OCO3)C(=O)S1	/	/	3	3	/	-1	-1	/
Cc1noc(C)c1S(=O)(=O)N(C)C[C@H]1OCCCC[C@@H](C)Oc2ccc(NC(=O)c3ccccc3)cc2C(=O)N([C@@H](C)CO)C[C@H]1C	-4	-3	26	-12	/	-2	-8[16.7 µM]	7
Cc1ccccc1C(=O)Nc1cccc(C(=O)Nc2ccccc2C(=O)O)c1	2	1	7	-3	-15	-3	5	15
COc1cc(/C=C2\N=C(C)OC2=O)cc(OC)c1OC	8	-4	7	4	0	1	-8	18
COc1ccc(S(=O)(=O)N2CCN(C(=O)CNC(=O)c3ccc4c(c3)OCO4)CC2)cc1	7	2	-17	/	1	/	/	6
COCC(=O)N[C@@H]1CC[C@H](CC(=O)NCc2ccccc2OC)O[C@H]1CO	-4	-2	-5	3	2	-1	/	-6
O=C(C[C@@H]1C=C[C@@H](NC(=O)C2CCC2)[C@@H](CO)O1)NC1CCCCC1	5	0	10	14	-1	-1	/	/
NC(=O)c1ccc(NC(=O)CCc2nc3sc4c(c3c(=O)[nH]2)CCCC4)cc1	5	2	14	/	4	-1	/	-1
C[C@H](CO)N1C[C@H](C)[C@H](CN(C)C(=O)Nc2ccccc2)OCCCC[C@H](C)Oc2ccc(NC(=O)Nc3ccccc3)cc2C1=O	/	2	?	3	2	39	2[16.7 µM]	1
COCCn1c(SCC(=O)Nc2nnc(C)s2)nnc1-c1ccoc1C	-9	0	-10	2	-1	0	-6	-13
CC(=O)c1ccc(S(=O)(=O)N2CCN(C(=O)CSC(=S)N3CCCC3)CC2)cc1	1	4	-2	/	2	/	/	2
CCOC(=O)N1CCN(S(=O)(=O)c2c(C(=O)N3CCCCC3)c(C)n(C)c2C)CC1	-3	2	5	3	7	6	0	-21
CN1C(=O)c2cc(NC(=O)c3ccc(C(F)(F)F)cc3)ccc2OC[C@@H]2O[C@H](CC(=O)O)CC[C@H]21	24	2	-3	3	-11	1	-4[16.7 µM]	-12
CC(C)NC(=O)Nc1ccc2c(c1)CC(=O)N([C@@H](C)CO)C[C@@H](C)[C@H](CN(C)Cc1ccc(C(F)(F)F)cc1)O2	-33	0	11	-2	/	47	0[16.7 µM]	14
CCOC(=O)Cn1cnc2sc(C(=O)OC)c(C)c2c1=O	-7	-2	-24	/	-2	/	/	-20
COc1ccc(C(=O)Nc2cccc3c2CCCC3)cc1	16	-1	-2	/	13	-2	/	5
CC(C)c1ccc2c(c1)c(SC(C)(C)C)c(CC(C)(C)C(=O)O)n2Cc1ccc(Cl)cc1	-8	/	/	1	-11	0	-2	6
COc1cccc(S(=O)(=O)N[C@@H]2CC[C@@H](CCn3cc(-c4ccccn4)nn3)O[C@H]2CO)c1	0	-1	12	-4	/	-1	/	5
O=C(Cc1ccncc1)NCC[C@H]1CC[C@@H](NC(=O)C2CCCCC2)[C@H](CO)O1	-1	-1	1	20	/	-4	/	-3
COc1cccc(OCC(=O)NNC(=O)C(=O)Nc2ccc(OC)cc2OC)c1	/	7	9	-8	/	9	0	7

Shown field by field: part of the list above
> CN1C(=O)c2cc(NC(=O)c3ccc(C(F)(F)F)cc3)ccc2OC[C@@H]2O[C@H](CC(=O)O)CC[C@H]21
  EWS-Fli inh = 24 | CASP6 VEID inh = 2 | LGR2 inh = -3 | PGC1a acetyl inh = 3 | FN deposition inh = -11 | Cneo AK release = 1 | miR122 inh = -4[16.7 µM] | PAX8 inh HTS = -12

> CC(C)NC(=O)Nc1ccc2c(c1)CC(=O)N([C@@H](C)CO)C[C@@H](C)[C@H](CN(C)Cc1ccc(C(F)(F)F)cc1)O2
  EWS-Fli inh = -33 | CASP6 VEID inh = 0 | LGR2 inh = 11 | PGC1a acetyl inh = -2 | FN deposition inh = / | Cneo AK release = 47 | miR122 inh = 0[16.7 µM] | PAX8 inh HTS = 14

> CCOC(=O)Cn1cnc2sc(C(=O)OC)c(C)c2c1=O
  EWS-Fli inh = -7 | CASP6 VEID inh = -2 | LGR2 inh = -24 | PGC1a acetyl inh = / | FN deposition inh = -2 | Cneo AK release = / | miR122 inh = / | PAX8 inh HTS = -20

> COc1ccc(C(=O)Nc2cccc3c2CCCC3)cc1
  EWS-Fli inh = 16 | CASP6 VEID inh = -1 | LGR2 inh = -2 | PGC1a acetyl inh = / | FN deposition inh = 13 | Cneo AK release = -2 | miR122 inh = / | PAX8 inh HTS = 5

Following part.
Compound	EWS-Fli inh	CASP6 VEID inh	LGR2 inh	PGC1a acetyl inh	FN deposition inh	Cneo AK release	miR122 inh	PAX8 inh HTS
CCC(CO)Oc1cc(NCc2cccc(C)c2)c2ncn(C(C)C)c2c1 (centres undefined)	-2	21	-1	0	-17	-3	-8	3
CC1CCN(C(=O)CSc2nnc(-c3ccccc3F)o2)CC1	-25	0	7	7	-7	0	1	-19
CC(=O)n1c(C=Nc2ccccc2)c(O)c2ccccc21	-85	-1	-14	/	-3	/	/	22
Cc1cc(C)n2nc(SCc3ccc(C#N)cc3)nc2n1	-12	-2	-15	3	4	1	/	6
CCN(Cc1ccccc1)c1ccc(/C=N/NC(=O)c2cccc(S(=O)(=O)N3CCOCC3)c2)cc1	/	/	34	-2	3	1	-4	11
NC(=O)C1C2C=CC(C2)C1c1ccccc1 (centres undefined)	0	4	-6	3	1	0	/	7
C[C@H]1CN([C@@H](C)CO)C(=O)Cc2cc(NC(=O)Nc3ccc(C(F)(F)F)cc3)ccc2O[C@@H]1CN(C)Cc1ccc(Cl)c(Cl)c1	-7	-3	-17	13	-1	-4	3[16.7 µM]	-35
O=C(Nc1ccccc1F)c1cccc(C(=O)Nc2ccccc2F)c1	0	2	-35	/	1	/	/	-41
CCS(=O)(=O)N1CCCCN2[C@H](C1)[C@@H](c1ccc(C#Cc3ccccc3OC)cc1)[C@@H]2CO	/	-1	3	-3	/	47	-10[16.7 µM]	10
Cc1ccc(NC(=O)CNC(C)c2ccccc2)cc1 (centres undefined)	-40	-2	2	-5	5	-2	/	-65
C[C@@H]1CCCCO[C@H](CN(C)C(=O)Nc2ccc3c(c2)OCO3)[C@H](C)CN([C@@H](C)CO)C(=O)c2cc(NC(=O)NC3CCCCC3)ccc2O1	-15	/	-5	2	/	54	-6[16.7 µM]	-3
C[C@@H]1CN([C@@H](C)CO)C(=O)c2cc(C#Cc3ccc(F)cc3)cnc2O[C@H]1CN(C)CC1CCOCC1	11	0	-2	-12	4	-1	-5[16.7 µM]	/

Of the compounds above, these contain an NH in an aromatic ring.
Compound	EWS-Fli inh	CASP6 VEID inh	LGR2 inh	PGC1a acetyl inh	FN deposition inh	Cneo AK release	miR122 inh	PAX8 inh HTS
O=C(c1ccc2c(=O)n(CC3CCCO3)c(=S)[nH]c2c1)N1CCN(c2ccccc2)CC1 (centres undefined)	/	/	/	-7	/	1	8	-1
COc1ccc(C2c3[nH]c4ccccc4c3CCN2CCCn2cccn2)c(C)c1C (centres undefined)	-5	4	/	-21	6	11	-4	32
NC(=O)c1ccc(NC(=O)CCc2nc3sc4c(c3c(=O)[nH]2)CCCC4)cc1	5	2	14	/	4	-1	/	-1

Additional structures follow:
Compound	EWS-Fli inh	CASP6 VEID inh	LGR2 inh	PGC1a acetyl inh	FN deposition inh	Cneo AK release	miR122 inh	PAX8 inh HTS
O=c1cc(NS(=O)(=O)c2ccccc2)nc(SCc2ccccc2Cl)[nH]1	/	/	-2	/	-5	4	-2	2
O=C(O)c1cccc(-n2c(/C=C/c3ccc([N+](=O)[O-])cc3)nc3ccccc3c2=O)c1	2	5	6	16	4	2	1	16
COc1ccc(C2=NN(C(=O)CSc3nnnn3C)C(c3ccco3)C2)cc1 (centres undefined)	-13	2	7	-3	19	3	10	-19
COc1cccc(C(=O)Nc2ccc3c(c2)C(=O)N(C)[C@H]2CC[C@H](CC(=O)NCC(F)(F)F)O[C@H]2CO3)c1	-2	/	-9	-7	-3	48	35[16.7 µM]	1
O=C(N[C@H]1C=C[C@@H](CC(=O)N2CCOCC2)O[C@H]1CO)c1cccc(F)c1	-3	3	-4	-4	-3	-1	-8[16.7 µM]	-3
CO[C@H]1CN(C)C(=O)c2ccc(NC(C)=O)cc2OC[C@@H](C)NC[C@H]1C	5	-1	-9	2	-3	5	0[16.7 µM]	/
O=C1CCCC/C1=C/Nc1ccc2c(c1)OCO2	/	/	/	4	-9	2	-1	-46
Cc1cccc(C(=O)NCC(=O)NC2CCC(C)CC2)c1 (centres undefined)	-19	1	-4	/	-1	3	7	-24
CN1C(=O)c2cccc3c(S(=O)(=O)N4CCCC4C(=O)O)ccc1c23 (centres undefined)	8	9	2	25	6	-2	-3	-6
Cc1c(NS(=O)(=O)c2cccc(C(=O)Nc3ccc(SC(F)F)cc3)c2)c(=O)n(-c2ccccc2)n1C	1	-2	0	/	-6	0	/	15
Cc1onc(-c2ccccc2Cl)c1C(=O)N1CCN(C/C=C/c2ccccc2)CC1	/	/	-7	-11	/	-4	-2	/
CCNC(=S)NNC(=O)CSc1nc2ccccc2[nH]1	5	-4	14	0	4	-1	-1	-1

(continued)
Values run as follows: EWS-Fli inh	CASP6 VEID inh	LGR2 inh	PGC1a acetyl inh	FN deposition inh	Cneo AK release	miR122 inh	PAX8 inh HTS
- CN1C(=O)c2cc(NC(=O)C3CC3)ccc2OC[C@H]2O[C@@H](CC(=O)NCc3ccccc3F)CC[C@H]21
 : 5	2	-2	/	1	/	/	3
- CCCNC(=O)N(C)C[C@H]1Oc2cc(C#Cc3ccccn3)ccc2S(=O)(=O)N([C@H](C)CO)C[C@H]1C
 : -7	-2	7	0	-8	-3	-7[16.7 µM]	/
- O=C(NCc1ccccc1)[C@H]1CCCN1
 : 1	-1	-15	/	-4	/	/	-8
- CCN(CC)S(=O)(=O)c1ccc(F)c(C(=O)NCCC(C)C)c1
 : /	/	/	9	-1	2	3	/
- CCOC(=O)C1(CCCc2ccccc2)CCN(C(=O)CN2C(=O)CSC2=O)CC1
 : -18	2	/	/	6	/	/	4
- Cc1c(C(=O)Nc2cccc(-c3nnc4n3CCCCC4)c2)oc2ccccc12
 : /	/	2	3	-12	1	-5	10
- CCOC(=O)C1(C)CCN1C(=O)c1ccc(C)cc1 (centres undefined)
 : -94	-2	-20	-2	9	-2	0	-6
- COc1ccc2c(c1)C(=C(C#N)C#N)C(=O)N2CCc1ccccc1
 : ?	-1	-8	4	-7	2	4	6

From PubChem BioAssay
